# Source: PubChem (several laboratories)
# FAK inh: FAK (human) kinase inhibition. Q05397. biochemical FAK kinase activity assay. inhibition, %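 (tested at 7 µM)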. 97,000 compounds, 0.84% hits. AID 727; in the data active = inhibition above about 19%;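 also: 0% = DMSO and 100% = reference compound high control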
# PTPN22 inh 2: blocks human PTPN22 phosphatase activity; recombinant LYP catalytic domain, DiFMUP fluorescence; 96,000 compounds, 0.21% hits; inhibition, % at 2 µM;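 active = inhibition at 2 µM at or above a set limit, the screen mean plus 3 SD, cut at about 24% in these data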;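 also: 0% = DMSO with enzyme and 100% = enzyme fully blocked by orthovanadate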
# PLK1 kinase inh: blocks human PLK1 kinase activity; inhibition, % at 10 µM; P53350; 97,000 compounds, 0.53% hits; AID 619; recombinant PLK1 kinase, TR-FRET peptide phosphorylation;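 active = inhibition of 50% or more in the single-concentration screen; inactive = inhibition below 50%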;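 also: 0% = DMSO max control and 100% = H-89 dihydrochloride min control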
# Target sequence (P53350 whole entry, looked up): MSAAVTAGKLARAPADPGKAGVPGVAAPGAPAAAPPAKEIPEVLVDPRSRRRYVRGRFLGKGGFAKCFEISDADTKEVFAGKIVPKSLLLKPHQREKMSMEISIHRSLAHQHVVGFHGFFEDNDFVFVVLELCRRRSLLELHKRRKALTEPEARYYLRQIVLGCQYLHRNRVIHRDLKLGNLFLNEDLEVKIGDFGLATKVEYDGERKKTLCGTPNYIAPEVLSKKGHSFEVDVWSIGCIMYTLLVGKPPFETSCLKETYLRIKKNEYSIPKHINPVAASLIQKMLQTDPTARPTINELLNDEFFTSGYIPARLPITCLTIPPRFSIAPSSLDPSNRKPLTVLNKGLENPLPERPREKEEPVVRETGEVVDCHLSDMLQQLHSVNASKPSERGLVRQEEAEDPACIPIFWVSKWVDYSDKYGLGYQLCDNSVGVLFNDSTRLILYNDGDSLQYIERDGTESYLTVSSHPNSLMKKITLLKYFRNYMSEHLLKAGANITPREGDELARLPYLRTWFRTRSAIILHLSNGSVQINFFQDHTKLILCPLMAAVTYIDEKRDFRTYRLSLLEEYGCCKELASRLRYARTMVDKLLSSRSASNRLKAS
# Pyk2 oligo antag: blocks oligomerization of human Pyk2 in cells | Q14289 | Q293 cells, Pyk2 FERM NanoBiT luminescence; hits give low values | z-score (the deposit names both 25 µM and 10 µM) | 99,000 compounds, 0.83% hits;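 active = Z-score of -3 or lower, scaled per plate to the spread of control and sample wells; inactive = z-score above -3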;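 also: negative z-score means lost luminescence so less FERM oligomerization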
# cytoskel mod: modifiers of cytoskeleton assembly; 91,000 compounds, 0.18% hits; AID 836; HUVEC TNFa F-actin phalloidin imaging, high content; inhibition, % at 2 µM;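 active = inhibition above the batch mean plus 3 SD and confirmed as a hit by visual image inspection, cut at about 30% in these data, passing the limit was not always enough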; also: strong numbers were not always called active
# LYP act: LYP (human) phosphatase activation; Q9Y2R2; recombinant LYP, DiFMUP fluorescence; 0 = plate median, 100 = signal doubled; activation, % at 2 µM; 96,000 compounds, 0.11% hits;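 active = activation at 2 µM above a set limit, the mean plus 5 SD, cut at about 37% in these data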
# EphB4 ephrin blk: blocks human EphB4 binding to ephrin-B2; P54760; EphB4 LBD / TNYL-RAW-Alexa532 peptide, fluorescence polarization; inhibition, % at 7 µM; 97,000 compounds, 0.15% hits; AID 720;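 active = inhibition above the screen-wide mean inhibition plus 3 SD, cut at about 15% in these data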;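 also: 0% = DMSO wells and 100% = excess unlabeled TNYL-RAW peptide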
# PLK1 PBD inh: Plk1 (human) PBD binding inhibition | inhibition, %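 (tested at about 20 µM)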 | 97,000 compounds, 0.13% hits | Plk1 PBD phosphopeptide binding, fluorescence polarization | AID 693; in the data active = inhibition above about 34%, passing the limit was not always enough
# Rev-RRE block: HIV Rev-RRE protein-RNA interaction inhibition; Rev peptide-RRE RNA binding, FRET; inhibition, % at 8 µM; 97,000 compounds, 0.79% hits; AID 704;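 active = inhibition above the screen-wide mean plus 3 SD, cut at about 35% in these data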;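 also: 0% = median DMSO wells and 100% = median Neomycin B control wells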
# Target sequence (P05866 whole entry, looked up): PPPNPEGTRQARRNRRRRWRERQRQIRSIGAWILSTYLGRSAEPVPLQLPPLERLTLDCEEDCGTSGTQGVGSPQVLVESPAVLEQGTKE
#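 Test system: Cy5-tagged RRE RNA duplex with fluorescein-tagged Rev peptide | Read-out: % inhibition of FRET ratio versus controls | Probe or stimulus: Labelled Rev peptide | Incubation: 5 min RNA-compound premix plus 15 min binding step, 25 °C | Technique: FRET fluorescence readout | Benchmarks: DMSO low control, neomycin B high control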
# Numbers without * were called inactive; / = not tested or not shown.
# Results follow in this order: FAK inh	PTPN22 inh 2	PLK1 kinase inh	Pyk2 oligo antag	cytoskel mod	LYP act	EphB4 ephrin blk	PLK1 PBD inh	Rev-RRE block
COC(=O)c1c(-c2ccc(F)cc2)noc1N
→ 3	-4	42	-0.09	-4	-1	-6	1	4
CN1CCN(Cc2c(O)c(Cl)cc3c(-c4ccccc4)cc(=O)oc23)CC1
→ -1	1	-24	-1.6	-38	-3	0	-28	5
Cc1ccc(/C=N/NC(=O)C2CCN(Cc3ccc(F)cc3Cl)CC2)o1
→ -2	9	-7	0.31	-14	-5	-4	1	-7
CSc1n[nH]c(NCc2ccc(Cl)cc2)n1
→ -4	2	1	-0.52	-21	-4	7	-13	8
CC1CCC(C(C)C)C(OC(=O)CSc2nccc(=O)[nH]2)C1 (stereo not given)
→ -2	12	-8	-0.26	23	-11	-2	1	3
CN(C)CCC(=O)c1ccc(Cl)cc1
→ -1	-1	-5	-0.01	22	1	8	1	7
O=C(CNC(=O)Cc1ccccc1)NCC(=O)OCC(=O)c1ccccc1Cl
→ 6	3	-5	0.03	-4	-4	-2	-10	4
CC(C)CN(CC(C)C)S(=O)(=O)N1CCC(C(=O)NCCN2CCOCC2)CC1
→ 4	-3	-6	0.38	-14	1	1	-6	2
COC(=O)CNC(=O)C12CC3(C)CC(C)(CC(C)(C3)C1)C2
→ -3	0	-9	0.58	-14	-4	3	33*	-4
O=C(CSc1n[nH]c(=O)n1C1CC1)Nc1cc(Cl)ccc1Oc1ccccc1
→ 0	6	-14	-1.7	-30	-8	-8	4	9
CCOCCCNC(=O)CCS(=O)(=O)Cc1ccc(C)cc1
→ 1	-10	-4	0.08	2	8	-5	-16	2
CCOc1cc(C(=O)N2CCN(c3ccc(C(C)=O)cc3)CC2)cc(OCC)c1OCC
→ 2	1	-15	0.58	-33	-3	-6	-3	3
C/C=C/C(=O)OCC(=O)Nc1c(Cl)cccc1Cl
→ -2	1	-10	-0.13	7	-3	3	-32	2
Cc1ccc(S(=O)(=O)Nc2ccccc2C(N)=O)cc1
→ -2	-4	-14	-0.11	12	3	4	5	7
N#Cc1c(N)nc2c(c1-c1ccco1)CCCCC2
→ 2	6	-10	-0.79	11	-4	4	11	9
CCC(=O)c1ccc(OCC(=O)Nc2nn3cnnc3s2)cc1
→ -5	7	-3	-0.05	4	-7	0	-10	4
O=C(NCCN=C1NS(=O)(=O)c2ccccc21)c1ccncc1
→ -1	-6	3	1.7	-26	4	0	20	11
COc1ccc(S(=O)(=O)N(C)c2ccc(C(=O)N3CCC(C(N)=O)CC3)cc2)cc1
→ 1	-4	-13	-0.81	-12	4	9	3	2
CCS(=O)(=O)N1CCN(C(=O)c2cc(OC)cc(OC)c2)CC1
→ -2	-1	-8	0.02	4	0	12	22	5
COC(=O)c1ccc(C(=O)OC)c(NC(=S)N2CCCCC2)c1
→ -11	6	-13	-0.09	-4	-2	2	-20	1

# Already shown: 2 of the compounds above.
# Results follow in this order: FAK inh	PTPN22 inh 2	PLK1 kinase inh	Pyk2 oligo antag	cytoskel mod	LYP act	EphB4 ephrin blk	PLK1 PBD inh	Rev-RRE block
CCS(=O)(=O)N1CCN(C(=O)c2cc(OC)cc(OC)c2)CC1
→ -2	-1	-8	0.02	4	0	12	22	5
COC(=O)c1ccc(C(=O)OC)c(NC(=S)N2CCCCC2)c1
→ -11	6	-13	-0.09	-4	-2	2	-20	1

# The list goes on.
# Results follow in this order: FAK inh	PTPN22 inh 2	PLK1 kinase inh	Pyk2 oligo antag	cytoskel mod	LYP act	EphB4 ephrin blk	PLK1 PBD inh	Rev-RRE block
CCOc1ccc(NC(=O)c2ccc(CNc3c(NC4CCCCC4)c(=O)c3=O)cc2)cc1
→ -2	-1	-3	/	5	-2	-4	-21	11
CC(=O)c1c(C(C)=O)c(C)n(-c2nc(-c3ccc(C)c(C)c3)c(C)s2)c1C
→ 0	18	-7	-0.46	-22	-18	-5	-14	1
C/C(=N\N1CCN(C2c3ccccc3-c3ccccc32)CC1)c1ccncc1
→ 0	1	-1	0.26	-8	1	2	15	-3
O=C(OCc1cc2ccccc2[nH]c1=O)c1ccccc1
→ -9	-7	-1	1.9	-10	6	-6	-1	4
CCOC(=O)c1ccc(NC(=O)CCc2nc(-c3ccc(C)cc3)no2)cc1
→ 0	-2	64*	-0.78	-14	5	2	-3	18
FC(F)(F)c1cccc(N2CCN(Cc3ccoc3)CC2)c1
→ 2	-5	-8	0.87	-16	4	3	-11	8
CCOC(=O)C1C(=O)OC(C)(C)C1C(C)C(=O)c1ccc(OC)cc1 (stereo not given)
→ 0	3	-10	0.66	-4	-2	-7	-6	-1
Nc1nc2ccc(O)cc2s1
→ 1	-17	-9	0.06	-3	14	-7	13	4
O=c1ccc(NS(=O)(=O)c2ccc(Cl)cc2)cn1Cc1ccc(Cl)c(Cl)c1
→ 2	6	-6	1.6	16	-4	2	-4	8
O=C(NCCCN1CCOCC1)c1cc2cc(Br)ccc2oc1=O
→ 1	0	-1	1	-16	-1	2	-8	3
Cc1ccc(CNC(=O)C2CC(c3ccccc3[N+](=O)[O-])=NO2)o1 (stereo not given)
→ 0	-11	-9	/	-6	14	1	-16	2
COCCn1nnnc1C(C(C)C)N1CCOCC1 (stereo not given)
→ 3	-5	-11	2	-5	9	-10	20	4
c1n[nH]c(NCc2ccc3c(c2)OCO3)n1
→ 3	7	9	1	14	-8	-3	14	4
CC(O)(CS(=O)(=O)Cc1ccccc1)C(=O)Nc1ccc(C(F)(F)F)cc1 (stereo not given)
→ -2	-5	-5	0.02	0	7	-7	34	7
N#Cc1ccc(OCC(=O)N/N=C2\CCc3ccccc32)cc1
→ 0	2	0	2.6	0	1	8	-20	4
CCCCn1c(=NC(=O)c2cccnc2)c(C(=O)OCC)cc2c(=O)n3ccccc3nc21
→ 5	0	-18	-0.74	0	6	2	3	10
Cc1nnc2ccc(N3CCC4(CC3)OCCO4)nn12
→ 1	-6	-16	0.66	4	0	-4	-5	6
COc1ccc(N2C(=O)CCC2(C#N)c2ccc(OC)cc2)cc1 (stereo not given)
→ -2	8	-12	-0.69	18	-4	-2	-11	1
O=C(NC1CCCCC1)C1CCCN(S(=O)(=O)c2cccs2)C1 (stereo not given)
→ 2	-12	-2	-0.64	-6	11	-4	2	4
CCS(=O)(=O)N1CCC(C(=O)Nc2cccc(C(C)=O)c2)CC1
→ -1	-17	-8	1	1	16	-1	-5	2

# Further entries
# Results follow in this order: FAK inh	PTPN22 inh 2	PLK1 kinase inh	Pyk2 oligo antag	cytoskel mod	LYP act	EphB4 ephrin blk	PLK1 PBD inh	Rev-RRE block
O=C(CSc1nnnn1-c1ccc(F)cc1)Nc1nc2ccccc2s1
→ 2	9	-6	0.36	-10	-7	2	14	10
COc1ccc(Cc2c(O)nc[nH]c2=O)cc1
→ -7	12	-8	-0.38	-2	-9	-2	7	1
COc1ccccc1-n1c(SCC(=O)Nc2cccc(C)c2)nc2c(c1=O)SCC2
→ 3	-5	-13	/	5	2	-9	8	0
CCOC(=O)c1c(C)c(C(=O)Nc2ccc3c(c2)OCCO3)c(C)n1CC
→ 4	0	-8	0.08	-11	-4	6	-15	6
Cn1c(=O)n(CCc2ccccc2)c(=O)c2c1nc1n2CCCN1c1ccccc1
→ -1	-4	-10	-0.08	14	6	-1	12	4
CCC(=O)N(Cc1ccco1)c1nc(-c2cc(OC)ccc2OC)cs1
→ 1	0	-7	0.25	25	3	2	-9	8
COC(=O)c1c(C)oc2ccc(OC(=O)c3cccs3)cc12
→ 6	1	-11	0.98	-18	-2	5	-4	12
COc1cc2c(cc1OC)C1=C(C#N)CC/C(=N\S(=O)(=O)c3ccccc3)N1CC2
→ -5	/	61*	/	/	/	-9	-13	7
Cc1noc(C)c1S(=O)(=O)N1CCC(C(=O)NCCC2=CCCCC2)CC1
→ -2	-6	-12	0.71	-25	10	6	6	9
O=C(O)c1ccc(N(c2ccccc2)c2ccccc2)cc1
→ -4	-8	-17	0.28	6	7	-1	0	3
CCNS(=O)(=O)c1ccc(NC(=O)Cc2ccc(F)cc2)cc1
→ 0	8	-5	0.49	-4	-9	3	-22	4
Cc1nn(C)c(C)c1NC(=O)c1ccc(S(=O)(=O)N(C)C)cc1
→ -1	8	-12	0.84	5	-9	-4	-5	6
COc1ccc(C(C)C)cc1S(=O)(=O)Nc1ccc(Cl)cn1
→ -3	-39	-14	0.01	-1	35	0	47*	4
COc1cc(/C=C2\C(=O)N(CCC#N)N=C2C)c(Br)cc1OC(C)C
→ -1	-17	-10	-0.49	-17	12	4	-6	-2
O=C(Cn1c(=O)n(CCC(=O)N2CCc3ccccc3C2)c(=O)c2ccccc21)NCC1CCCO1 (stereo not given)
→ 3	2	5	0.46	6	-5	-4	2	5
COCCOC(=O)C1=C(N)Oc2c(oc(CO)cc2=O)C1c1ccccc1F (stereo not given)
→ 1	2	-5	-0.43	14	1	6	3	8
COC(=O)c1ccc(C2/C(=C(/O)c3ccc(OC)cc3)C(=O)C(=O)N2Cc2ccco2)cc1 (stereo not given)
→ -5	7	-40	-0.29	/	-8	-5	2	-3
Cc1cc(Cl)cc(Cl)c1OCC(=O)NCc1ccco1
→ 2	2	-7	0.78	4	-4	3	-22	-1
CCc1c(C)c2cc(Cl)c(O)c(CN(C)C)c2oc1=O
→ 0	-20	-21	1.7	15	20	-7	1	1
Cc1ccc(C)c(NC(=S)NC(NC(=O)N(C)C)C(Cl)(Cl)Cl)c1 (stereo not given)
→ 0	8	-14	-0.33	-1	-5	-1	8	-4
N/C(=N\OC(=O)Cc1ccccc1)c1cccnc1
→ 1	4	-11	1.1	-22	-1	-2	-18	4
Cc1ccc(N(CC(=O)Nc2ccc(C)cn2)S(=O)(=O)c2c(C)nn(C)c2C)cc1
→ 3	-9	-1	-1	2	7	3	22	2
Cc1ccc(NC(=S)NNC(=O)C2CC2c2ccc(C)cc2)cc1 (stereo not given)
→ -2	1	-15	1.6	-23	-1	-2	-3	-2

# Shown as a hit in PLK1 PBD inh, among the entries above:
# Results follow in this order: FAK inh	PTPN22 inh 2	PLK1 kinase inh	Pyk2 oligo antag	cytoskel mod	LYP act	EphB4 ephrin blk	PLK1 PBD inh	Rev-RRE block
COC(=O)CNC(=O)C12CC3(C)CC(C)(CC(C)(C3)C1)C2
→ -3	0	-9	0.58	-14	-4	3	33*	-4
COc1ccc(C(C)C)cc1S(=O)(=O)Nc1ccc(Cl)cn1
→ -3	-39	-14	0.01	-1	35	0	47*	4

# A different layout for two compounds above:
Cc1ccc(C)c(NC(=S)NC(NC(=O)N(C)C)C(Cl)(Cl)Cl)c1 (stereo not given)
  FAK inh: 0
  PTPN22 inh 2: 8
  PLK1 kinase inh: -14
  Pyk2 oligo antag: -0.33
  cytoskel mod: -1
  LYP act: -5
  EphB4 ephrin blk: -1
  PLK1 PBD inh: 8
  Rev-RRE block: -4

N/C(=N\OC(=O)Cc1ccccc1)c1cccnc1
  FAK inh: 1
  PTPN22 inh 2: 4
  PLK1 kinase inh: -11
  Pyk2 oligo antag: 1.1
  cytoskel mod: -22
  LYP act: -1
  EphB4 ephrin blk: -2
  PLK1 PBD inh: -18
  Rev-RRE block: 4
